Screening results: PubChem, The Scripps Research Institute Molecular Screening Center
GSTO1 counter – counter-screen for RBBP9 inhibitors: inhibitors of human GSTO1; AID 1974; P78417; 1.1% of 300,000 active; inhibition, % at 5.96 µM; recombinant GSTO1, activity-based probe fluorescence polarization;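 active = inhibition above the campaign mean inhibition plus 3 SD, cut at about 35% in these data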;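 note: 0% = GSTO1-1 with DMSO and 100% = wells lacking GSTO1-1 enzyme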
pPAFAH inh – inhibitors of human plasma PAF acetylhydrolase (pPAFAH); 1.5% of 330,000 active; recombinant pPAFAH, FP-rhodamine probe fluorescence polarization; Q13093; inhibition, % at 3.39 µM;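 active = inhibition above the mean inhibition across the screen plus 3 SD, cut at about 25% in these data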;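 note: inhibitors block binding of the rhodamine activity-based probe so polarization drops; 0% = enzyme with DMSO and 100% = wells lacking pPAFAH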
PAD4 inh – PAD4 (human) enzyme inhibition. recombinant PAD4, RCA probe fluorescence polarization. inhibition, % at 6.36 µM. 0.41% of 330,000 active;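 active = percent inhibition above a cutoff equal to the mean of all tested compounds plus 3 SD, cut at about 15% in these data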;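 note: 0% = PAD4 with RCA probe and DMSO and 100% = probe without PAD4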
PME-1 inh – PME-1 (human) inhibition; inhibition, % at 5.9 µM; Q9Y570; recombinant PME-1, FP-Rh probe fluorescence polarization; 0.53% of 320,000 active;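 active = inhibition above the campaign mean of all compounds plus 3 SD, cut at about 26% in these data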;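 note: competitive labeling of PME-1 active site by serine hydrolase directed probe; 0% = PME-1 with DMSO and 100% = wells lacking PME-1 enzyme; inhibitors block probe labeling so polarization falls and inhibition rises; many of its hits are not listed in these tables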
Target sequence (Q9Y570 whole entry, looked up): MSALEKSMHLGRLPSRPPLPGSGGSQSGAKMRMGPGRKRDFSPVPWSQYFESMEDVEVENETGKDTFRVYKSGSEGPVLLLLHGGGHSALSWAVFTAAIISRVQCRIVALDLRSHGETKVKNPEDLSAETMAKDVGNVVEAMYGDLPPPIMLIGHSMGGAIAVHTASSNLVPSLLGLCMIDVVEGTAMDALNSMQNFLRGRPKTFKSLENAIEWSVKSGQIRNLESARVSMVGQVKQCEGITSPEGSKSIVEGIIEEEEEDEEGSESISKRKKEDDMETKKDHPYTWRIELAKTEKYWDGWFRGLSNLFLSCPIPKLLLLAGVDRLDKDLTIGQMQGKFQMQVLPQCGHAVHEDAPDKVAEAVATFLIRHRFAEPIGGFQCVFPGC
LYPLA1 counter – counter-screen for PME1 inhibitors: inhibitors of human LYPLA1. O75608. recombinant LYPLA1, FP-Rh probe fluorescence polarization. inhibition, % at 5.9 µM. 0.16% of 320,000 active. AID 2174;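 active = inhibition above the mean of all tested compounds plus 3 SD, set per campaign, cut at about 14% in these data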;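 note: inhibitors block serine hydrolase probe labeling of LYPLA1 so polarization falls; 0% = enzyme with DMSO and 100% = wells lacking LYPLA1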
PAFAH1B2 inh – inhibitors of human PAFAH1B2; P68402; recombinant PAFAH1B2, FP-rhodamine activity probe, fluorescence polarization; inhibition, % at 3.39 µM; 1.2% of 340,000 active;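 active = inhibition above the mean of all tested compounds plus 3 SD, cut at about 24% in these data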;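 note: 0% = enzyme with DMSO and 100% = wells lacking PAFAH1B2; many of its hits are not listed in these tables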
PAFAH1B3 inh – inhibitors of human PAFAH1B3. recombinant PAFAH1B3, FP-rhodamine probe, fluorescence polarization. inhibition, % at 3.39 µM. 0.28% of 340,000 active. AID 492972;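 active = inhibition above the screen-wide average of all tested compounds plus 3 SD, cut at about 25% in these data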;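 note: 0% = enzyme with DMSO only and 100% = wells lacking PAFAH1B3 protein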
Target sequence (Q15102 whole entry, looked up): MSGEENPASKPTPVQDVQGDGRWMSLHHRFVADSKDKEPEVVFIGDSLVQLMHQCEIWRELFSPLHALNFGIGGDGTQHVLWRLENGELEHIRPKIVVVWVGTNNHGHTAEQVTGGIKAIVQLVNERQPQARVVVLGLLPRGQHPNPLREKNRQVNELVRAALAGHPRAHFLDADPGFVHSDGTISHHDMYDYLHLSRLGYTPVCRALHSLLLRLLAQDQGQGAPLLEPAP
PAFAH2 inh – PAFAH2 (human) inhibition; Q99487; 0.99% of 340,000 active; recombinant PAFAH2, FP-rhodamine activity probe, fluorescence polarization; inhibition, % at 3.39 µM;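 active = inhibition above the mean over all tested compounds plus 3 SD, cut at about 30% in these data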;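 note: inhibitors block probe labeling of enzyme so polarization drops; 0% = enzyme with DMSO and 100% = wells lacking PAFAH2 protein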
LYPLA2 counter – blocks human lysophospholipase 2, a PME1 counter-screen; O95372; recombinant LYPLA2, FP-Rh probe fluorescence polarization; inhibition, % at 5.9 µM; 0.38% of 320,000 active;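 active = inhibition above the screen-wide mean plus 3 SD, limit set per campaign, cut at about 26% in these data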;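 note: 0% = LYPLA2 with DMSO and 100% = wells lacking LYPLA2 enzyme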
Target sequence (O95372 whole entry, looked up): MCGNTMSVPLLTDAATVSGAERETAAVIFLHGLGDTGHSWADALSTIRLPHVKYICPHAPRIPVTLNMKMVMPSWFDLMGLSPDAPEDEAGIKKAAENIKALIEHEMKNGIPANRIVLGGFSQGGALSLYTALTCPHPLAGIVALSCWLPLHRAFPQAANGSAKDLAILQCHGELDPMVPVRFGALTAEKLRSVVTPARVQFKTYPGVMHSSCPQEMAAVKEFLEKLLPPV
* hit, by the source's call; . = not tested or not shown. This is a subset; the hit share may differ from the screen's.

SMILES	GSTO1 counter	pPAFAH inh	PAD4 inh	PME-1 inh	LYPLA1 counter	PAFAH1B2 inh	PAFAH1B3 inh	PAFAH2 inh	LYPLA2 counter
Cc1sc2nc(CSC(C)C(=O)Nc3ccccn3)[nH]c(=O)c2c1C (configuration not stated)	.	1.4	-1.3	1.1	0.9	5.9	3.4	6.2	6.7
CCOC(=O)c1cnc2[nH]c3ccccc3n2c1=O	-2.1	6.3	0.2	3.8	1.0	-1.7	4.8	7.9	-4.7
CCn1c(=O)cc(SCC(=O)N2CCCCC2)c2ccccc21	3.8	8.4	-0.9	0.4	-0.7	1.5	1.5	-2.0	4.0
COc1cc(-c2n[nH]c(=S)n2-c2ccccc2C(F)(F)F)cc(OC)c1OC	-3.9	7.3	2.6	0.9	-0.8	3.6	4.2	3.9	2.7
CC1Cc2ccccc2N1C(=O)CNc1cccc(S(=O)(=O)N2CCCC2)c1 (configuration not stated)	4.0	-2.4	-2.8	6.0	-1.9	5.4	1.6	5.0	-4.6
CCC1(c2ccc(C)cc2)NC(=O)N(CC(=O)Nc2cccc(S(=O)(=O)N3CCCC3)c2)C1=O (configuration not stated)	.	3.1	-2.8	1.1	-5.9	7.8	2.9	-0.7	-9.6
O=[N+]([O-])c1ccc(Cl)c(S(=O)(=O)Nc2ccc3cn[nH]c3c2)c1	.	4.3	-1.6	.	.	4.2	12.2	-1.0	.
Cc1nnc(SCc2ccccc2)nc1-c1ccccc1	1.7	3.6	-4.5	1.9	-2.4	4.8	6.0	-4.4	-8.0
COc1ccc(C)cc1S(=O)(=O)Nc1ccncc1	0.7	1.5	0.2	7.1	6.5	3.2	1.7	-3.0	6.5
CCn1c(-c2ccc(Cl)cc2)n[nH]c1=S	5.6	-3.9	-2.0	-7.0	-0.7	6.2	2.3	-2.0	1.0
CCSC1=C(C#N)C(c2ccc(Cl)cc2)C2=C(CCCC2=O)N1 (configuration not stated)	2.1	1.6	-2.4	2.9	0.3	1.2	7.5	-2.8	0.4
O=C(COc1ccc([N+](=O)[O-])cc1)Nc1nnc(-c2cccnc2)s1	-9.2	16.8	-0.8	-6.2	-2.5	6.9	7.9	6.1	-5.9
CC(=O)N1CCN(c2ccc(NCc3ccc(C(C)C)cc3)cc2)CC1	20.4	30.8*	7.0	0.2	-2.5	-1.4	4.3	-0.1	5.3
CC(C)NS(=O)(=O)c1cccc2nsnc12	-0.2	0.1	-2.1	6.8	-0.3	0.5	1.0	-10.1	7.3
COc1ccc2oc(=O)c(C(=O)Nc3cccc(C(C)=O)c3)cc2c1	0.6	0.1	-1.4	-11.4	-0.3	2.5	-2.8	-3.5	-2.3
O=C(CCNC(=O)c1ccccc1Cl)Nc1ccc2c(c1)OCO2	2.2	1.5	-2.5	6.2	-1.9	-0.6	-1.6	0.7	6.8
CN(C)/N=C/c1c(O)ccc2ccccc12	8.1	4.8	0.6	8.1	0.4	-0.8	1.3	1.5	-0.7
CCN(CC)c1ccc(/C=C/C(=O)c2cccnc2)cc1	5.6	0.6	11.0	-4.2	0.9	4.0	10.0	1.7	-4.7
Cc1nc(SCc2c(F)cccc2Cl)n[nH]1	3.8	-0.8	3.2	2.1	-1.3	2.8	0.1	-6.0	1.1
Cc1cccc(-n2c(Cc3ccccc3)n[nH]c2=S)c1	-5.7	-2.8	0.5	0.6	3.5	18.8	6.4	3.1	2.5
Cc1ccccc1Nc1nnc(-c2ccc(C(=O)NCCO)cc2)c2ccccc12	-4.8	-1.2	-3.0	5.9	-0.5	1.7	0.5	-3.4	-4.1
COCCCNC(=O)c1ccccc1Oc1ccccc1	6.4	0.5	0.6	-5.1	-0.9	4.5	4.8	2.1	-7.3
COc1ccc(N/N=C(/C)c2cnnc(-c3ccccc3)n2)cc1	2.4	6.0	-3.1	10.3	-1.6	5.1	1.1	-2.2	0.6
O=C(O)c1nccnc1C(=O)NCCc1c[nH]c2ccccc12	-2.8	-6.3	7.1	-1.2	-3.0	-0.6	2.2	4.0	-1.2
O=C(O)CCC(=O)N1N=C(c2c(-c3ccccc3)c3cc(Cl)ccc3[nH]c2=O)CC1c1ccccc1 (configuration not stated)	11.1	2.2	-1.6	-2.4	-4.5	4.6	12.4	9.6	4.4
COc1ccccc1C(=O)Oc1ccc(C(C)C)cc1	6.9	7.1	0.2	4.8	-1.7	8.3	14.7	-5.3	2.2
O=c1c(Cl)c(NCc2ccc(F)cc2)cnn1C12CC3CC(CC(C3)C1)C2	-4.9	6.5	-1.5	2.6	-3.6	12.3	11.3	-1.2	0.8
COc1cccc(NC(=O)C2C3C=CC(C3)C2C(=O)O)c1 (configuration not stated)	2.0	-7.7	-7.6	-6.2	2.5	-3.3	1.9	-11.2	-2.2
Cc1sc2ncnc(NCc3cccnc3)c2c1C	-2.9	-1.7	-4.1	-2.4	-1.1	-2.5	11.2	-2.4	-2.9
CN(C1CCCCC1)S(=O)(=O)c1ccc2c(c1)c(=O)c(C(=O)NCCN1CCCC1)cn2C	4.3	3.4	3.5	14.9	2.2	1.1	6.2	-4.5	-0.1
O=S(=O)(c1ccccc1)N1CCN(c2nc(-c3cccs3)nc3ccccc23)CC1	5.4	-2.1	3.0	7.0	2.1	.	.	.	-1.6
O=C(O)c1nn2cc(CCO)cnc2c1Cl	-14.8	0.7	-0.1	-0.6	-0.6	2.5	-3.0	-1.3	-2.4
CC(C)CC(c1nnnn1C(C)(C)C)N1CCN(C2CCCC2)CC1 (configuration not stated)	11.0	-5.5	-3.1	-6.6	-3.3	-2.5	3.0	-63.6	0.4
CC(C)(C)OC(=O)NNC1CC(=O)N(c2ccccc2F)C1=O (configuration not stated)	2.3	2.5	1.7	-9.0	1.4	-2.6	-0.9	5.1	3.6
O=C1c2ccccc2C(=O)N1CC1c2ccccc2CCN1S(=O)(=O)c1cnc[nH]1 (configuration not stated)	4.2	4.3	8.6	-2.8	-0.8	1.8	2.9	-0.6	2.8
COc1cccc(N2CCN(c3ccc4nnc(CCC(=O)Nc5ccc(C)cn5)n4n3)CC2)c1	-4.6	6.1	0.5	-0.8	-1.6	8.2	2.0	0.6	-5.7
CC(=O)Nc1ccc(NC(=O)CCC(=O)NCCO)cc1	7.0	2.7	-1.0	2.0	-1.7	3.1	0.9	2.9	-6.6
CCN(CC(=O)Nc1c(F)cccc1F)C(=O)c1ccc2c(c1)OCO2	.	4.6	-4.2	4.2	1.6	5.4	-5.2	0.5	1.1
COc1cc(CN2CCSCC2)cc(OC)c1OC	-5.4	0.6	-6.2	5.8	3.6	4.8	9.1	-3.6	10.4
N=C1c2ccccc2CN1c1ccc(N2CCOCC2)c(S(=O)(=O)Nc2ccc(Cl)cc2)c1	-3.7	-5.1	-4.5	-2.2	-1.7	.	.	.	-4.8
COc1ccc(NC(=O)N(Cc2ccc(C)cc2)Cc2ccccn2)c(OC)c1	4.8	-4.1	-5.6	-3.9	-1.4	-1.7	-3.0	-2.5	5.3
COc1ccc(N=C2SC(CC(=O)Nc3cccc(Cl)c3)C(=O)N2Cc2ccco2)cc1 (configuration not stated)	2.5	3.5	-3.4	-2.8	3.4	-16.0	-30.3	-43.8	4.2
CCCSc1nc2c3c(sc2c(=O)[nH]1)CC(C)(CC)OC3 (configuration not stated)	-7.0	2.9	0.5	-4.5	4.4	4.4	-0.9	-3.1	1.1
CCOC(=O)C1CCN(C(=O)COC(=O)CSc2ccccc2C)CC1	.	3.4	-0.6	.	.	0.4	10.9	4.2	.
Cc1sc2nc(CN(C(=O)c3cccs3)C3CCCC3)[nH]c(=O)c2c1C	-3.8	-3.0	-2.9	-0.7	-5.4	9.7	3.2	1.9	-2.9
COc1ccc(Cc2nnc(SCC(=O)Nc3ccc(N4CCOCC4)cc3)o2)cc1	13.4	4.7	-4.1	-3.0	-2.4	1.8	2.8	-9.0	1.0
Cc1ccc(-c2csc(NC(=O)c3ccc(F)cc3)c2C(=O)O)cc1	-8.3	-3.9	-1.7	-2.4	-0.3	11.7	3.4	0.2	0.5
COc1ccc(-c2ccc3c(c2)S(=O)(=O)c2cccc(C(=O)NCc4cc(C)oc4C(F)(F)F)c2C3=O)cc1OC	.	8.9	1.9	.	.	1.4	15.2	-1.2	.
Cc1ccc(/C=N/NC(=O)c2ccc(C(=O)N/N=C/c3ccc(C)s3)o2)s1	-15.4	-1.2	-2.7	-7.2	-5.5	-0.8	-6.4	-35.2	-15.3
CCOC(=O)COc1ccc(C(=O)c2ccccc2)c(O)c1	3.3	9.4	0.2	-0.5	-3.8	-2.0	6.9	-5.7	7.7
CCOc1ccc(NC(=S)N=Nc2c(O)[nH]c3ccccc23)cc1	-0.9	21.4	-1.4	5.5	-2.8	6.5	12.4	18.8	-3.6
COc1cc(C(=O)NNC(=O)c2ccc3ccccc3n2)cc(OC)c1OC	.	4.5	4.0	3.0	1.6	2.8	3.2	-2.3	7.0
O=C(CNC(=O)c1ccco1)Nc1ccc(Cl)cc1	-6.9	1.1	-2.8	0.0	-4.0	-2.9	2.8	-1.0	-5.4
O=C(Nc1cccc2ccccc12)c1cnsn1	-0.6	2.1	-5.0	4.3	5.3	3.7	-4.3	-4.9	3.1
Cc1ccc(Cl)c(OC(=O)c2nn(C(C)C)c(=O)c3ccccc23)c1	-3.2	5.0	-0.6	3.2	6.3	3.3	7.8	4.8	-7.5
Cc1cccc(C)c1Nc1ncnc(N)c1[N+](=O)[O-]	5.6	0.6	2.4	-4.8	-1.3	8.0	8.3	4.0	6.5
O=C(C1CCC(CNS(=O)(=O)c2ccccc2)CC1)N1CCOCC1 (configuration not stated)	-3.1	3.9	-1.2	-2.8	5.4	7.0	-2.1	4.0	6.2
COc1ccc(C(=O)NC(=S)NCc2ccco2)cc1OC	8.2	1.0	1.5	-1.8	-3.6	3.0	7.2	-1.1	-5.3
CCOC(=O)Cn1c2c(c(=N)c3c1CCC3)CCCC2	2.8	4.2	-5.1	4.5	-1.6	3.0	4.5	-1.3	8.2
Cc1ccc(-c2ccc(SCC(=O)NCC3CCCO3)nn2)cc1 (configuration not stated)	-0.2	3.4	-1.9	-1.8	3.7	-3.8	9.1	2.1	-1.2

Later entries
SMILES	GSTO1 counter	pPAFAH inh	PAD4 inh	PME-1 inh	LYPLA1 counter	PAFAH1B2 inh	PAFAH1B3 inh	PAFAH2 inh	LYPLA2 counter
c1nc(NC2CCCCCC2)c2[nH]cnc2n1	-0.1	-4.9	-2.0	-0.1	1.9	5.8	3.9	-1.3	1.8
COc1ccc(CCNS(=O)(=O)c2ccccc2[N+](=O)[O-])cc1OC	9.4	-1.2	-0.3	2.7	2.9	0.0	6.0	0.7	8.1
Cn1cc(C(=O)NCCO)c(=O)c2ccccc21	9.2	-4.8	0.6	-4.4	-2.2	1.2	-1.6	-1.0	-6.0
CCOC(=O)C1(Cc2ccc(OC)cc2)CCN(C(=O)c2csc(C)n2)CC1	13.0	3.5	1.7	-3.7	1.3	1.4	2.8	-7.9	6.6
Cc1ccc(NS(=O)(=O)c2cc3c(cc2C)NC(=O)CO3)cc1	7.9	1.5	-0.8	5.1	-0.9	6.9	-7.2	3.8	-4.1
